# Screening data from PubChem.
# miR-122 sensor: inhibitors of miR-122 in Huh7 cells; Huh7 miR-122 Renilla luciferase sensor, 48 h; neutral wells = 0, positive control = 100; activation (reporter increase), % at 12.5 µM; 0.3% of 340,000 active; AID 602342;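 active = mean replicate activation score at least 90 and every replicate individually at or above 90; inconclusive = only one of the two criteria met; inactive = neither criterion met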;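 also: higher luciferase means less miR-122 activity so hits act as miR-122 inhibitors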
# PGC1a acetyl inh: modulators of PGC1a acetylation; U2OS PGC1a acetylation, AlphaScreen anti-acetyl-lysine; with virally co-expressed GCN5 acetyltransferase; inhibition, % at 15.6 µM; 0.17% of 350,000 active; AID 651687;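 active = every replicate shows inhibition of at least 40%; inconclusive = mean inhibition at least 40% but some replicate below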;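 also: 0% = neutral control wells and 100% = positive control wells; some results beyond the cut were filed as inactive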
# Cneo AK release: Cryptococcus neoformans lysis via adenylate kinase release. C. neoformans lysis, adenylate kinase release luminescence, 4 h; normalised: neutral wells 0, clomiphene wells 100. lysis activity, % at 15 µM. 0.2% of 360,000 active. AID 651654;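 active = mean lysis activity across replicates of at least 80%, whatever share of replicates individually reach that level; inactive = mean lysis activity below 80%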
#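 Material – Cryptococcus neoformans yeast cells · Quantity – 5 × 10^6 yeast cells/mL · Buffer or medium – YPD medium · Compound – single dose · Timing – 4 h static compound exposure, 37 °C, read 1 h post-reagent · Signal – adenylate kinase release luminescence · Read-out basis – lysis from increased AK signal · Benchmarks – Clomiphene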
# PglD DTNB: blocks C. jejuni PglD acetyltransferase activity; purified PglD enzyme, DTNB colorimetric CoA detection; inhibition, % at 12.5 µM; 0.098% of 360,000 active; AID 602405; in the data active = inhibition above about 16%, passing the limit was not always enough; inconclusive = no clear call, values can overlap the other calls; also: strong numbers were not always called active
# E-sel inducer: E-selectin induction on HUVECs; HUVEC E-selectin immunofluorescence imaging; normalized: neutral wells 0, TNF-alpha wells 100; activation, % at 7.58 µM; 0.37% of 260,000 active; AID 686992;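 active = mean E-selectin-positive cell signal at least 10% of the positive control, reached in at least 60% of replicates, without over 20% cell loss; inconclusive = no rule given, readout overlaps actives, possibly toxicity-flagged; inactive = the rest, including those meeting only one limit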;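 also: in these data hits start at about 27%; measured in HUVEC primary endothelial cells; signal is the percent of cells scored E-selectin positive by PE staining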
#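 Assay system: HUVEC, human umbilical vein endothelial cells / Amount: 3,000 HUVEC/well / Controls: TNF-alpha positive control, DMSO neutral control / Compound dosing: single concentration / Medium: EGM-2 over gelatin coat / Evaluation: percent E-selectin-positive cells / Signal: immunofluorescence imaging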
# RAD52 anneal inh: blocks human RAD52 DNA annealing | P43351 | recombinant RAD52 DNA annealing, FRET fluorescence | inhibition, % at 18.7 µM | 0.46% of 360,000 active | AID 651710;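 active = every replicate showing at least 50% inhibition; inconclusive = mean inhibition at least 50% but not in every replicate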
# ERAP1 inh: ERAP1 (human) enzyme inhibition; Q9NZ08; recombinant ERAP1, Leu-AMC fluorescence, 60 min; inhibition, % at 10.7 µM; 0.15% of 340,000 active; AID 652197;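 active = mean replicate inhibition of at least 30%, or all replicates individually reaching that 30% level; inactive = mean below 30% and not every replicate reaching it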;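 also: 0% = neutral control wells and 100% = L-leucinethiol positive control wells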
# RAD54 branch: inhibitors of human RAD54 branch migration | Q92698 | RAD54 Holliday junction branch migration, FAM/BHQ fluorescence | inhibition, % at 10.4 µM | 0.14% of 360,000 active | AID 602329;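 active = mean normalized replicate activity at least 40 and at least half of replicates scoring 40 or more; inconclusive = only one of the two criteria met; inactive = mean below 40 and under half of replicates reaching 40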;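 also: 0% = median of neutral control wells and 100% = median of positive control wells; inhibitors cause a drop in the FAM fluorescence signal; in these data hits start at about 50%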
# Target sequence (Q92698 whole entry, looked up): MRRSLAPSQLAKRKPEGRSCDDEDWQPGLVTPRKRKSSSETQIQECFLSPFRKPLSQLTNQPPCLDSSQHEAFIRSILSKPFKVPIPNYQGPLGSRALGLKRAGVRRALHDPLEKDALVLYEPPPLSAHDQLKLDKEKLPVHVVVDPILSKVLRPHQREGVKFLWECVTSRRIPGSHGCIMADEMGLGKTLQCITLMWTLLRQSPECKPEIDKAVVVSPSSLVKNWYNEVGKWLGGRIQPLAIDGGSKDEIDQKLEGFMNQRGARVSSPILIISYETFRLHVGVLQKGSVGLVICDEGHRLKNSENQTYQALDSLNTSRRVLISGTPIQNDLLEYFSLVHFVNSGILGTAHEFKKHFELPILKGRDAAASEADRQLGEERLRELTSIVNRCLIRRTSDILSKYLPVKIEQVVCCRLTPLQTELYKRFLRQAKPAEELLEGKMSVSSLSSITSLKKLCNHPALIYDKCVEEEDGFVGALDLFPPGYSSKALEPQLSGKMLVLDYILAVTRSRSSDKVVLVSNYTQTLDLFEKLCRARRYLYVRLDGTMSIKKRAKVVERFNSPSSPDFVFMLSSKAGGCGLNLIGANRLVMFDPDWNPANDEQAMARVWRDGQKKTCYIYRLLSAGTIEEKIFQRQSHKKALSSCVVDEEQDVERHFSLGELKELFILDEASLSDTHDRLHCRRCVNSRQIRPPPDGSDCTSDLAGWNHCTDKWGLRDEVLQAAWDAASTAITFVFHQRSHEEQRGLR
# * = called active by the depositor; ? = inconclusive; . = not tested or not shown; & = joins results of further samples; [ ] = remark or other dose. An unsorted share of the library; 1.4% or so of the library scored in one or more.
SMILES,miR-122 sensor,PGC1a acetyl inh,Cneo AK release,PglD DTNB,E-sel inducer,RAD52 anneal inh,ERAP1 inh,RAD54 branch
Cc1ccc(/C(=C\CN2CCCC2)c2ccccn2)cc1,3,7,-3&0,-2&5,1.2,-8,-4,-1&-30
NS(=O)(=O)c1ccc(NC(=O)c2c(F)cccc2Cl)cc1,0,4,-3,1,0.1,-7,.,0
COC(=O)[C@@H]1[C@@H](CO)[C@@H]2Cn3c(ccc(-c4ccccc4F)c3=O)[C@@H]2N1C(=O)c1ccccn1,.,.,2,2,0.0,6,0,-4
C(=C\CSc1ncn[nH]1)/CSc1ncn[nH]1,-2,-6,0,-2,.,.,.,4
CC1CCN(S(=O)(=O)c2cc(C(=O)N3CCN(c4ccccc4)CC3)ccc2Br)CC1,23,-1,2,3,10,-5,-2,3
Cc1cc(S(=O)(=O)Nc2nc(CN3CCOCC3)nc3sc4c(c23)CCC4)ccc1F,3,11,-1,-1,0.4,-28,4,-6
CC(=O)N1CCc2cc(Br)cc(S(=O)(=O)N3CCc4ccccc43)c21,.,4,.,.,-0.4,-4,1,.
COc1cc(C(=O)Nc2ccc3c(c2)nc(C)n3C)cc(OC)c1OC,7,1,-1,-2,.,-7,-1,4
Cc1ccc(S(=O)(=O)NNC(=O)c2ccoc2C)cc1,12,-4,-1,-2,0.0,-4,.,-13
CN(c1ccc(C(=O)NCc2ccc3c(c2)OCO3)cc1)S(C)(=O)=O,-7,-18,3,-1,.,.,.,-3
COc1ccc(/C=N/Nc2ccccn2)c(OC)c1OC,.,-4,.,.,11,-23,-1,.
O=C(NC1CC1)c1sc2cc(Cl)ccc2c1Cl,.,.,1,2,-0.1,-13,1,2
Cn1c(CN2CCOCC2)c(C#N)c2ccccc21,-9,-11,-2,-5,.,.,.,10
C/C=C/c1ccc([C@H]2[C@@H](CNC(C)C)N(c3nc(CC)cs3)[C@H]2CO)cc1,-14[16.7 µM],-30,-1,2,0.4,.,.,-3
COCCN(C[C@H]1N[C@H](CO)[C@@H]1c1ccc(-c2ccc(F)cc2)cc1)C(C)=O,21[16.7 µM],-11,39,-1,0.0,-18,-4,-5
O=C(CSc1oc(-c2ccccc2)nc1S(=O)(=O)c1ccc(F)cc1)NCC1CCCO1 (stereo not given),5,.,-1,2,.,.,.,-6
O=C(O)CC(CN1C(=O)c2ccccc2C1=O)c1ccccc1 (stereo not given),-3,.,1,-2,.,-7,-5,10
CC(C)(C)OC(=O)NC(CC(=O)OCc1ccccc1)C(=O)O (stereo not given),-5,1,-3,-9,.,-21,1,-1
O=S(=O)(c1ccc(F)cc1)N1CCCCN2[C@@H](CO)[C@@H](c3ccc(C#CC4CC4)cc3)[C@@H]2C1,-3[16.7 µM],-2,1,1,-0.5,-9,1,-3
CCCN1[C@H](C(=O)N2CCOCC2)[C@@H](CO)[C@@H]2Cn3c(ccc(-c4ccccc4)c3=O)[C@@H]21,.,.,-4,47,-0.5,0,-2,8
CCCCN(C)C(=O)c1sc(=O)n(Cc2c(C)noc2C)c1C,.,.,0,0,.,-14,.,5
C(=N\n1cnnc1SCc1ccccc1)/c1ccco1,-3,-3,2,10,.,.,.,-4
Cc1onc(-c2ccccc2)c1C(=O)N(C)CC(=O)Nc1ccc(F)c(F)c1F,-5,3,-3,1,.,-1,-2,-5
C[C@H](NC(N)=O)C(=O)Nc1ccc(N2CCOCC2)c(S(=O)(=O)Nc2ccc(Cl)cc2)c1,74,-2,-1,-8,.,-5,0,-7
O=C(NNC1=NS(=O)(=O)c2ccccc21)c1ccc([N+](=O)[O-])cc1,-4,12,-5,-4,.,-19,3,-7

# By substructure: those above containing an aryl methoxy group (2)
SMILES,miR-122 sensor,PGC1a acetyl inh,Cneo AK release,PglD DTNB,E-sel inducer,RAD52 anneal inh,ERAP1 inh,RAD54 branch
COc1cc(C(=O)Nc2ccc3c(c2)nc(C)n3C)cc(OC)c1OC,7,1,-1,-2,.,-7,-1,4
COc1ccc(/C=N/Nc2ccccn2)c(OC)c1OC,.,-4,.,.,11,-23,-1,.

# The listing picks up, repeating the 2 entries before the break.
SMILES,miR-122 sensor,PGC1a acetyl inh,Cneo AK release,PglD DTNB,E-sel inducer,RAD52 anneal inh,ERAP1 inh,RAD54 branch
C[C@H](NC(N)=O)C(=O)Nc1ccc(N2CCOCC2)c(S(=O)(=O)Nc2ccc(Cl)cc2)c1,74,-2,-1,-8,.,-5,0,-7
O=C(NNC1=NS(=O)(=O)c2ccccc21)c1ccc([N+](=O)[O-])cc1,-4,12,-5,-4,.,-19,3,-7
O=C(C[C@H]1C=C[C@H](NC(=O)C2CCC2)[C@H](CO)O1)NCc1ccncc1,.,3,-1,0,-0.1,1,-2,0
Cc1nn(C)cc1CN(C)Cc1ccc(OCC(O)CN2CCCCC2)cc1 (stereo not given),.,-1,.,.,6.1,-5,2,.
CN(/C=C/C(=O)C(F)(F)C(F)(F)F)Cc1ccccc1,-18,2,1,4,.,.,.,-1
Cn1c(CNC(=O)c2ccco2)nnc1SCCOc1ccccc1,3,.,3,0,.,-2,3,13
Cc1ccc(SCC(=O)NN2C(=O)c3ccccc3C2=O)cc1,-3,-20,0,-3,.,-34,0,6
COC(=O)C1=C(CCc2ccccc2)NC(=O)NC1c1ccc(C#N)cc1 (stereo not given),.,.,0,5,-0.1,0,0,-2
O=C(CSc1ccc2c(c1)OCCO2)Nc1ccc(Br)cn1,0,-6,4,-1,-0.4,-16,0,1
CCOC(=O)c1cc2occc2n1Cc1c(F)cccc1Cl,-7,-7,-1,1,.,.,.,1
Cc1noc(C)c1C(=O)Nc1ccccc1N1CCOCC1,-18,9,0,2,0.2,-10,-4,10
Cc1cc2c3c([nH]c2cc1S(=O)(=O)NCCCOC(C)C)CC(C)(C)CC3=O,61,-14,1,1,-1.7,0,-2,10
O=C(CSC1=NCCS1)N1CCc2ccccc21,3,37,-2,-4,.,.,.,-1
O=C(O)c1cccc(NC2=C(Cl)C(=O)c3ccccc3C2=O)c1,-9,12,-1,4,-0.1,-9,5,1
CCOC(=O)c1sc(NC(=O)CSc2n[nH]c(-c3ccc(Cl)cc3Cl)n2)c(C#N)c1C,-3,.,-1,-3,.,.,.,-7
COc1cc2[nH]c(=S)nc(NCC3CCCO3)c2cc1OC (stereo not given),-1,-5,3,6,.,7,2,-11
O=C(CC1Nc2ccccc2NC1=O)NCc1cccnc1 (stereo not given),11,10,-1,-3,.,.,.,-13
CCS(=O)(=O)N1CCCC(C(=O)NCCN2CCC(Cc3ccccc3)CC2)C1 (stereo not given),-6,0,0,-3,.,.,.,-6
CC1Sc2ccc(S(=O)(=O)CCC(=O)NCc3ccc(Cl)cc3)cc2NC1=O (stereo not given),-5,5,2,-1,.,-12,0,0
Nc1nnc(SCC(=O)NCc2ccc3c(c2)OCO3)s1,4,4,2,-11,.,.,.,7
CCOC(=O)CSc1nnc(-c2ccco2)n1-c1ccc(C)cc1,15,2,-5,1,.,.,.,-11
CCCCN(C(=O)c1cc(S(=O)(=O)N2CCCCC2)ccc1Cl)c1c(N)n(CC(C)C)c(=O)[nH]c1=O,-1,2,1,-2,-0.2,-20,1,0
CSc1nnc(-c2ccccc2Cl)n1N,3,1,0,0,.,.,.,7
CN1c2ccc(-c3cccc(F)c3)cc2[C@H]2[C@H](CCN2C(=O)C2CCCC2)[C@@H]1CO,-1[16.7 µM],-12,-14,0,0.0,.,.,8
O=C(Cc1ccc(Br)cc1)NCCc1ccccc1,-2,2,2,4,-0.2,-12,1,-2
Cc1ccc(S(=O)(=O)NCC[C@@H]2CC[C@@H](NC(=O)CCN3CCCCC3)[C@@H](CO)O2)cc1,.,4,9,0,0.0,-26,-3,4
Cc1cccc2c1N(CC(=O)OC(C)C)C(=O)C2=O,2,-2,-2,0,0.1,1,1,-6

# Following part:
SMILES,miR-122 sensor,PGC1a acetyl inh,Cneo AK release,PglD DTNB,E-sel inducer,RAD52 anneal inh,ERAP1 inh,RAD54 branch
COCCn1c(SCc2ccc(C(=O)OC)o2)nc2ccccc2c1=O,-5,.,0,4,.,.,.,-3
C[C@@H]1CN([C@@H](C)CO)S(=O)(=O)c2ccc(-c3ccc(F)cc3)cc2O[C@H]1CN(C)C(=O)C1CCCCC1,29[16.7 µM],?,0,-3,0.3,22,2,7
CO[C@H]1CC[C@@H]2CCOc3ccc(C#N)cc3C(=O)N(C)C[C@H](C)C(=O)N(C)C[C@H]1O2,.,.,-1,2,-0.1,2,-3,-2
COC(=O)c1ccc(OCC2c3cc(OC)c(OC)cc3CCN2C(=O)C2CC2)cc1 (stereo not given),3,-43,-2,0,.,.,.,-1
COc1cccc(C#Cc2ccc3c(c2)O[C@H](CN(C)C(=O)c2ccccn2)[C@@H](C)CN([C@H](C)CO)S3(=O)=O)c1,20[16.7 µM],2,0,1,-2.9,.,.,-1
N#CC1=C2C=CC=CN2CC1=O,-1,6,-3,5,.,.,.,-14
O=C(N[C@H]1CC[C@H](CCn2cc(C3(O)CCCC3)nn2)O[C@H]1CO)C1CCCCC1,.,3,-2,-6,0.2,20,-4,-15
O=C(COc1ccccc1Br)NC1CCCC1,-4,-15,2,0,.,.,.,4
O=[N+]([O-])c1cccc(-n2nnnc2CN2CCCC2)c1,-4,-11,-2,6,7.9,-12,-6,-8
COc1cccc2cc(C(=O)NC(C)c3ccccc3)c(=O)oc12 (stereo not given),-6,-12,1,-1,-0.1,-10,0,8
Cc1cccc(OCC(=O)Nc2cc(Cl)ccc2-n2cncn2)c1C,7,.,5,-4,0.2,-3,0,1
CCOC(=O)C1(C)CCCN(C(=O)CCc2ccccc2)C1 (stereo not given),-6,13,-1,-1,.,9,-4,-3
CC(Cn1cnc2ccccc21)C(=O)O (stereo not given),3,7,0,3,.,-2,9,8
O=C(C1=C(O)C(=O)N(CCN2CCOCC2)C1c1ccco1)c1cc2ccccc2o1 (stereo not given),.,.,1,-5,.,-37,2,-5

# Retrieved by structure from above (two):
SMILES,miR-122 sensor,PGC1a acetyl inh,Cneo AK release,PglD DTNB,E-sel inducer,RAD52 anneal inh,ERAP1 inh,RAD54 branch
COC(=O)c1ccc(OCC2c3cc(OC)c(OC)cc3CCN2C(=O)C2CC2)cc1 (stereo not given),3,-43,-2,0,.,.,.,-1
O=C(C1=C(O)C(=O)N(CCN2CCOCC2)C1c1ccco1)c1cc2ccccc2o1 (stereo not given),.,.,1,-5,.,-37,2,-5
